# CCR6 antag: CCR6 (human) receptor antagonism; actives 0.49% (n = 340,000); AID 493098; CHO-K1 CCR6 PathHunter beta-arrestin, luminescence, CCL20-stimulated; inhibition, % at 20 µM; P51684;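 active means compounds whose inhibition of the agonist-driven luminescence signal at 20 µM reaches about 50%, limit read from the data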;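 further: cells stimulated with CCL20 at 14 nM final; plate controls were DMSO with CCL20 for no effect and DMSO without agonist for full effect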
# EBI2 antag: blocks human EBI2 receptor beta-arrestin signaling. EBI2 beta-arrestin recruitment, luminescence, 7a,25-OHC stimulated. inhibition, % at 5 µM. actives 0.81% (n = 360,000); in the data active means inhibition above about 38%;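 further: enzyme fragment complementation signal reports receptor beta-arrestin coupling in cells; 0% = agonist plus DMSO wells and 100% = wells without agonist; some results beyond the cut were filed as inactive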
# Target sequence (P32249 whole entry, looked up, the tested form may be a part): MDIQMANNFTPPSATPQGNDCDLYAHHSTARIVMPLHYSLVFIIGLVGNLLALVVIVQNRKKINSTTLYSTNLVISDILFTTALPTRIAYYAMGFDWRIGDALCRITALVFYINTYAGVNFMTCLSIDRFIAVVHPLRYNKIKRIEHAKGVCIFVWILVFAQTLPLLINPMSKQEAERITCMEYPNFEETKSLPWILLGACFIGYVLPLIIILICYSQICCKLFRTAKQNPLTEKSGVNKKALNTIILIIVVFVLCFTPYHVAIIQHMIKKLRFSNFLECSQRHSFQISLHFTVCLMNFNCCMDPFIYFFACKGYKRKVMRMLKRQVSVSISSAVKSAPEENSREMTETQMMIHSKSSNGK
# CXCR6 block: CXCR6 (human) receptor inhibition. CHO-K1 PathHunter CXCR6 beta-arrestin, luminescence. inhibition, % at 20 µM. actives 0.36% (n = 360,000). AID 602244; in the data active means inhibition above about 34%, passing the limit was not always enough;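 further: antagonist mode with CXCL16 agonist at 10 nM final; 0% = 10 nM CXCL16 with DMSO and 100% = unstimulated wells without agonist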
# ATG4B inh: inhibitors of human ATG4B cysteine protease; Q9Y4P1; ATG4B cleavage of LC3-PLA2, NBD-HPC fluorescence, 1 h; inhibition, % at 8.33 µM; actives 0.51% (n = 340,000); AID 504462; in the data active means inhibition above about 40%
# Target sequence (Q9Y4P1 whole entry, looked up): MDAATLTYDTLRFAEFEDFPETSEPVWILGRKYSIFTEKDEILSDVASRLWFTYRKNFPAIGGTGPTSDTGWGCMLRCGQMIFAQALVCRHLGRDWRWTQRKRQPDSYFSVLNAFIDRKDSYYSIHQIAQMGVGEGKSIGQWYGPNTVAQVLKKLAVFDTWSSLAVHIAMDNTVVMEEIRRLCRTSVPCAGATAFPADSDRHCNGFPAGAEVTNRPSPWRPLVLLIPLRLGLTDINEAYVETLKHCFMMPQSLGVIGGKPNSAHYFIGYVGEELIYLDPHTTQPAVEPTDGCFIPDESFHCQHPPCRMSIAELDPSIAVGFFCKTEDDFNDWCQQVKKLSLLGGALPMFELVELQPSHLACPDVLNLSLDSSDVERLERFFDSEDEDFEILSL
# APJ ag: APJ receptor agonism. actives 0.11% (n = 330,000). P35414. activation, % at 20 µM. CHO-K1 APJ PathHunter beta-arrestin, luminescence; 0% DMSO wells, 100% apelin;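 active means activation more than six SD over the plate average, tested at 20 µM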;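 further: 0% = DMSO alone and 100% = apelin-13 at 10 nM; some results filed as inactive read as strong as hits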
#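 Assay system: CHO-K1 APJ beta-arrestin complementation cell line / Compound: single test compound dose, 20 µM final, 1% DMSO / Times: overnight seeding, 90 min compound at 25 °C, 1 h detection / Technique: beta-gal luminescence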
# UBC13 inh: human UBC13 polyubiquitination inhibition; P61088; UBC13 polyubiquitin chain formation, TR-FRET; inhibition, % at 20 µM; actives 0.47% (n = 330,000); AID 485273; in the data active means inhibition above about 45%, passing the limit was not always enough; inconclusive means no clear call, values can overlap the other calls
# Target sequence (P61088 whole entry, looked up): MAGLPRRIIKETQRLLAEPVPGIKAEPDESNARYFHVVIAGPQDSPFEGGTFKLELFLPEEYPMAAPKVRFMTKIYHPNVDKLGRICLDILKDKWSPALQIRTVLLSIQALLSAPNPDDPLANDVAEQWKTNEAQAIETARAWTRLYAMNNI
# APJ antagonist: APJ receptor antagonism; P35414; CHO-K1 APJ beta-arrestin complementation, luminescence; inhibition, % at 20 µM; actives 0.32% (n = 330,000);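 active means inhibition above about 40% at 20 µM, limit read from the data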;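 further: cells challenged with 10 nM apelin-13 agonist together with compound; plate controls were apelin-13 plus DMSO wells for no effect and DMSO wells lacking apelin-13 for full effect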
# Gli-Sufu block: Gli-Sufu pathway antagonism; actives 0.74% (n = 340,000); Sufu-KO-LIGHT fibroblasts, Gli luciferase reporter luminescence; inhibition, % at 5 µM;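 active means inhibition above about 55%, limit read from the data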;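 further: 0% = DMSO-treated cells and 100% = wells with medium but no cells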
# An asterisk follows results filed as active; ? = inconclusive; . = no result given.
SMILES,CCR6 antag,EBI2 antag,CXCR6 block,ATG4B inh,APJ ag,UBC13 inh,APJ antagonist,Gli-Sufu block
Cc1cc(NC(=O)C2CCCO2)ccc1Br (stereo not drawn),7,-14,8,0,-1,4,-8,-5
CCc1ccc(C(=O)NC(CCSC)C(=O)O)cc1 (stereo not drawn),-3,-3,0,-3,-5,6,8,-6
CCOC(=O)C1CCCN(c2c(NCCc3ccccc3)c(=O)c2=O)C1 (stereo not drawn),8,-3,-3,5,-2,-1,-18,9
COC(=O)c1ccc2c(=O)n(Cc3ccc(C(=O)NCCCN4CCOCC4)cc3)c(=S)[nH]c2c1,19,-3,7,4,-5,15,34,17
CCc1nn2c(N3CCOCC3)cc(C)nc2c1-c1ccc(F)cc1,19,27,2,2,4,20,7,-4
CN(CCO)CC(O)CN(c1ccccc1)c1ccccc1 (stereo not drawn),3,0,8,9,-2,2,-14,1
COc1ccc(CNC(=O)/C=C/c2cc([N+](=O)[O-])ccc2OC(F)F)cc1,-11,-4,4,3,-3,1,3,2
COc1ccc(-n2ncc(Cl)c(Cl)c2=O)cc1,-2,9,12,1,-5,4,14,10
CCSc1nnc(-c2cc(Br)ccc2N=Cc2c(C)[nH]n(-c3ccccc3)c2=O)c(=O)[nH]1,15,1,6,16,-3,-32,20,7
COCCN=C1OC(=O)N2C(=O)C3=C4[C@@H](C[C@H]5C(=O)N(c6ccccc6)C(=O)[C@H]5[C@H]4[C@@]12Cc1ccccc1)[C@H]1C(=O)N(c2ccccc2)C(=O)[C@H]1[C@H]3C,16,2,-2,2,2,4,6,-3
CCC(C)(C)n1nnnc1C(c1cc2ccc(OC)cc2[nH]c1=O)N1CCCCC1 (stereo not drawn),-2,-6,4,-7,-3,1,2,6
O=C(Nc1ccc(S(=O)(=O)N2CCOCC2)cc1)c1ccco1,7,-1,-3,-4,12,2,0,-9
CSc1nnc(C2CCN(CC(=O)Nc3ccccc3N3CCOCC3)CC2)n1C,16,-7,6,-7,-4,5,0,7
CCN(CC)CCCNc1cc(C(F)(F)F)c(C#N)c2nc3ccccc3n12,23,-2,2,4,-3,-3,8,-4
CCCc1cc(=O)[nH]c(SCC(=O)Nc2cc(S(=O)(=O)N3CCCCC3)ccc2C)n1,-9,-15,4,1,0,-1,13,6
Cn1c(NC(=O)c2ccco2)c(-c2ccccc2)c(=O)c2ccccc21,-5,1,6,-8,-1,3,12,-1
Cc1sc2nc(C)n(/N=C/c3ccccc3O)c(=O)c2c1C,7,0,2,21,-6,6,-18,-3
CC(C)(C)c1ccc(-c2nc(C#N)c(N3CCC(C(N)=O)CC3)o2)cc1,-3,-5,6,56*,-1,13,-25,0
Cc1c(Cl)cccc1NC(=S)N1CCN(C(=O)C2CCCO2)CC1 (stereo not drawn),-6,8,-2,-2,0,7,13,-9
Cc1ccc(S(=O)(=O)N2CCCCC2)cc1C(=O)c1nccn1C,1,-10,2,-3,-5,-2,7,8
Cc1ccc(Cc2nnc3n(-c4ccccc4)nc(C(=O)c4ccccc4)n3c2=O)cc1,6,9,9,-13,0,3,11,7
Cc1ccc(NC2=NCC(Cc3ccc(Br)cc3)S2)cc1 (stereo not drawn),8,30,-15,-11,-1,34,2,12
C/C(=N\NC(=O)c1c(C)nc2ccccn12)c1cccc([N+](=O)[O-])c1,4,-4,-11,-7,4,16,1,41
COc1cc(NC(=S)NNC(=O)CC(C)C)c(OC)cc1Cl,13,-1,10,7,-5,-7,17,-2
O=C(O)c1cn(-c2ccc(N3CCCC3)c(F)c2)c2c(F)c(F)c(F)cc2c1=O,-2,-3,-2,6,-1,-9,5,3
c1ccc2c(Nc3ccc4c(c3)OCCO4)c3c(nc2c1)CCC3,18,-14,-2,-4,-3,-10,1,44
COc1ccccc1N1CC(C)(C)C(=O)N(C(=O)c2c(F)cccc2Cl)C1=S,13,13,6,-4,-7,-2,9,11
O=C1c2ccccc2C(=O)N1CCCn1c(=O)oc2ccccc21,9,-1,2,1,-3,2,11,-27
COc1ccccc1-n1c2c(cc(C(=O)N3CCC(C)CC3)c1=O)C(=O)CC(C)(C)C2,-12,-4,1,-8,-1,-6,19,-27
O=C(O)CC(C(=O)OC1CCCCC1)N1CCOCC1 (stereo not drawn),4,-10,4,-2,1,-5,-14,-5
COc1ccc(OC)c(NC(=O)CS(=O)(=O)Cc2ccccc2)c1,5,2,-7,-13,-2,-6,-53,0
C[n+]1cn(Cc2cc(Cl)ccc2OC(F)F)c2ccccc21,10,-9,5,-7,-5,-2,8,10
CCC(=O)NCCc1nc2cc(NC(=O)COc3ccccc3)ccc2n1C,20,2,-6,1,-4,1,-6,13
COc1ccc(OC)c(C2NC(=S)NC3=C2N2CCC3CC2)c1 (stereo not drawn),-2,1,-4,6,-3,14,13,-1
NC(=O)c1c(NC(=O)C2CCCO2)sc2c1CCCCC2 (stereo not drawn),-6,-5,-9,-2,-4,16,-9,-21
COc1ccccc1OCC(=O)Nc1cccc(S(=O)(=O)NC2=NCCCCC2)c1,6,-3,-4,2,-1,-2,7,-1

# Complete entries, looked up by structure. Values in the order: CCR6 antag | EBI2 antag | CXCR6 block | ATG4B inh | APJ ag | UBC13 inh | APJ antagonist | Gli-Sufu block
# CCC(=O)NCCc1nc2cc(NC(=O)COc3ccccc3)ccc2n1C in the list: 20 | 2 | -6 | 1 | -4 | 1 | -6 | 13
# O=C(O)CC(C(=O)OC1CCCCC1)N1CCOCC1 (stereo not drawn) in the list: 4 | -10 | 4 | -2 | 1 | -5 | -14 | -5
# C[n+]1cn(Cc2cc(Cl)ccc2OC(F)F)c2ccccc21 in the list: 10 | -9 | 5 | -7 | -5 | -2 | 8 | 10
# COc1ccccc1OCC(=O)Nc1cccc(S(=O)(=O)NC2=NCCCCC2)c1 in the list: 6 | -3 | -4 | 2 | -1 | -2 | 7 | -1

# The list continues:
SMILES,CCR6 antag,EBI2 antag,CXCR6 block,ATG4B inh,APJ ag,UBC13 inh,APJ antagonist,Gli-Sufu block
N/C(=N\OC(=O)Cc1ccccc1)c1ccc(Br)cc1,-5,1,-10,-5,-1,5,-19,-25
Cc1cc(Nc2cccc(F)c2)n2c(n1)nc1ccccc12,2,5,-4,-9,2,1,10,0
Cc1ccc(C2C(C(=O)c3ccco3)=C(O)C(=O)N2c2nnc(C)s2)cc1 (stereo not drawn),9,-16,-8,-13,-5,2,4,1
O=C1C=C(NCCNc2c(F)c(F)c(CO)c(F)c2F)CCC1,17,3,-6,0,-2,2,-3,5
NC(=O)c1ccc(-c2ccccc2F)cc1,-5,-9,-1,-8,-1,4,4,-3
COC(=O)c1cccc(C23CC4(C2)[C@H](CN(Cc2ccc(C(F)(F)F)cc2)[C@@H]4c2ccccc2)C3c2ccc(Cl)nc2)c1 (stereo partly drawn),7,-10,2,-2,-5,3,0,34
Cc1cc(C)n(Cc2ccccc2)c(=O)c1S(=O)(=O)c1ccccc1,1,10,-1,-8,-5,-3,12,1
Cc1oc(-c2ccc(Cl)cc2)nc1CS(=O)CC(=O)NCCN1CCCC1 (stereo not drawn),4,2,1,-6,8,17,-6,16
CCOCCCNC(=O)/C(C#N)=C/c1ccccc1F,-20,-1,-2,1,1,0,-9,1
C/C(N)=C(/C#N)C(=O)CSc1nnnn1-c1ccc(C)cc1C,-5,-22,4,-3,1,-2,-7,12
Cc1nc2ccccc2c(=O)n1-c1ccc(F)c(NC(=O)c2cccs2)c1,6,-2,0,-3,0,-6,24,-3
CSCCC1NC(=O)N(C(C)C(=O)Nc2cc(Cl)cc(Cl)c2)C1=O (stereo not drawn),-7,3,-2,-1,0,9,-13,4
Cc1cc(C)n2nc(SCCCC(=O)c3ccccc3)nc2n1,-11,-6,1,4,-1,-9,-6,7
O=C(NNC(=O)c1ccncc1)Nc1ccc(Br)cc1,3,-6,-6,-3,.,.,.,-16
CCOC(=O)C1C(=O)NC(c2ccccc2)=NC1c1ccc(Br)cc1 (stereo not drawn),-9,-7,0,4,-3,-4,-4,-4
Cc1ccc(OCC(=O)Nc2ccccc2C(=O)NC2CC2)cc1C,5,16,-8,-3,4,0,16,12
Cc1ccc(S(=O)(=O)N2CCN(C(=O)Cn3cnc4c3c(=O)n(C)c(=O)n4C)CC2)cc1C,-2,0,3,-5,-1,1,6,2
Cc1cc(Nc2ccc(Cl)cc2)nc(-c2ccccc2O)n1,-8,23,-6,3,-4,?,-4,-2
CCCCN(C(=O)Cn1nnc2ccccc21)C(C(=O)NCCOC)c1ccc(OC)cc1 (stereo not drawn),-5,-1,-13,-3,4,5,9,-1
COCCNC(=O)c1ccc2c(c1)S(=O)(=O)c1cc(Cl)ccc1C2=O,-19,-18,-21,-5,0,-22,2,-12
Cc1nc2ccccc2n1CC(=O)c1ccccc1,9,-3,-4,-2,-2,-2,16,4
CCN(CC)CCN1C(=O)C(=O)/C(=C(/O)c2ccc(OC)c(OC)c2)C1c1ccccn1 (stereo not drawn),-2,-12,7,-6,0,-4,10,-7
CCn1c(=O)n(CC)c2cc([N+](=O)[O-])ccc21,3,-15,-9,0,-2,-17,12,3
O=C(CC1=NC2(CCCC2)Cc2ccccc21)N1CCOCC1,6,-21,8,-7,-2,1,20,6

# Some of these compounds in order of their number in APJ antagonist, ascending.
SMILES	APJ antagonist
CCOC(=O)C1C(=O)NC(c2ccccc2)=NC1c1ccc(Br)cc1 (stereo not drawn)	-4
CCCCN(C(=O)Cn1nnc2ccccc21)C(C(=O)NCCOC)c1ccc(OC)cc1 (stereo not drawn)	9
CCN(CC)CCN1C(=O)C(=O)/C(=C(/O)c2ccc(OC)c(OC)c2)C1c1ccccn1 (stereo not drawn)	10

# Next section.
SMILES,CCR6 antag,EBI2 antag,CXCR6 block,ATG4B inh,APJ ag,UBC13 inh,APJ antagonist,Gli-Sufu block
c1coc(C2=Nc3cccc4cccc(c34)N2)c1,13,-13,-9,-10,8,-75,-4,12
COc1ccc(-c2nnc(SCC(=O)Nc3ccc4c(c3)OCCO4)n2N)cc1OC,-18,0,1,-6,-3,1,-10,-2
O=C(NCc1ccco1)c1ccc(S(=O)(=O)N2CCCc3ccccc32)cc1,22,5,3,-2,-4,-1,2,9
CCc1ccccc1N1CC(C(=O)N2Cc3ccccc3CC2C(N)=O)CC1=O (stereo not drawn),-3,0,-1,28,-2,-18,5,0
COc1ccc(N2CCN(S(=O)(=O)CCNC(=O)c3ccco3)CC2)cc1,7,-10,0,-9,-7,-8,12,-7
CC(C(N)=O)N1C(=O)NC2(CCCc3ccccc32)C1=O (stereo not drawn),3,-11,-1,-2,-1,4,-5,-20
Cc1ccc2nsnc2c1S(=O)(=O)NCCc1c(C)[nH]c2ccc(F)cc12,-3,-15,-6,-7,-4,15,3,5
Cc1[nH]nc2c1C(c1ccc3c(c1)OCO3)C(C#N)=C(N)O2 (stereo not drawn),9,-9,-1,-6,-2,-6,16,1
COC(=O)C1C(=O)C=C(Nc2ccc(F)cc2)CC1c1ccc(OC)cc1 (stereo not drawn),7,-1,14,-5,0,-4,7,-26
COc1ccc(/C=N/NC(=O)c2cc[n+]([O-])cc2)cc1OC,19,1,3,2,-3,-10,13,45
NS(=O)(=O)c1ccc(NC(=O)Nc2ccc3c(c2)OCO3)cc1,8,-14,-5,6,0,2,1,-46
CC12CCC(c3nnc(SCC(=O)Nc4cccc5ccccc45)nc31)C2(C)C (stereo not drawn),9,-15,-2,1,-2,5,7,-2
CC1(C)CC(=O)C=C(Nc2ccc(C(=O)O)c(O)c2)C1,0,-2,6,-3,-4,-5,12,0
Cc1ccc(C(=O)CSc2nc(C)cc(SCc3nnc(-c4ccccc4)o3)n2)cc1,1,14,11,-4,-4,6,1,12
Cn1c(=O)[nH]c(=O)c2c1nc(N1CCNCC1)n2Cc1ccccc1Cl,5,6,1,0,-5,4,9,4
COc1ccc(/C=N/NC(=O)CNC(=O)c2ccc(S(=O)(=O)N3CCOCC3)cc2)cc1OC,-5,-5,-12,1,-4,-2,4,6
COc1ccc2oc(C(=O)OCC(=O)N3CCN(S(=O)(=O)c4ccc(C)cc4)CC3)c(C)c2c1,-3,-5,4,-14,-3,5,-12,12
O=C(C1=C(O)C(=O)N(Cc2ccco2)C1c1cccc(Cl)c1)c1ccco1 (stereo not drawn),-1,-1,5,5,1,-6,10,-11
